# Screening data (PubChem BioAssay)
# IDE exosite FP: displaces the probe from the exo-site of human IDE. z-score at 20 µM. purified IDE, FL-6b probe fluorescence polarization; active compounds read low. P14735. hit rate 6.3% among 17,000. AID 1259349;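 active means z-score of -3 or lower, meaning strong loss of probe binding signal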;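 further: His-tagged human IDE residues 42-1019 made in E. coli with 30 nM FL-6b probe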
# Target sequence (P14735 42-1019 limits assumed): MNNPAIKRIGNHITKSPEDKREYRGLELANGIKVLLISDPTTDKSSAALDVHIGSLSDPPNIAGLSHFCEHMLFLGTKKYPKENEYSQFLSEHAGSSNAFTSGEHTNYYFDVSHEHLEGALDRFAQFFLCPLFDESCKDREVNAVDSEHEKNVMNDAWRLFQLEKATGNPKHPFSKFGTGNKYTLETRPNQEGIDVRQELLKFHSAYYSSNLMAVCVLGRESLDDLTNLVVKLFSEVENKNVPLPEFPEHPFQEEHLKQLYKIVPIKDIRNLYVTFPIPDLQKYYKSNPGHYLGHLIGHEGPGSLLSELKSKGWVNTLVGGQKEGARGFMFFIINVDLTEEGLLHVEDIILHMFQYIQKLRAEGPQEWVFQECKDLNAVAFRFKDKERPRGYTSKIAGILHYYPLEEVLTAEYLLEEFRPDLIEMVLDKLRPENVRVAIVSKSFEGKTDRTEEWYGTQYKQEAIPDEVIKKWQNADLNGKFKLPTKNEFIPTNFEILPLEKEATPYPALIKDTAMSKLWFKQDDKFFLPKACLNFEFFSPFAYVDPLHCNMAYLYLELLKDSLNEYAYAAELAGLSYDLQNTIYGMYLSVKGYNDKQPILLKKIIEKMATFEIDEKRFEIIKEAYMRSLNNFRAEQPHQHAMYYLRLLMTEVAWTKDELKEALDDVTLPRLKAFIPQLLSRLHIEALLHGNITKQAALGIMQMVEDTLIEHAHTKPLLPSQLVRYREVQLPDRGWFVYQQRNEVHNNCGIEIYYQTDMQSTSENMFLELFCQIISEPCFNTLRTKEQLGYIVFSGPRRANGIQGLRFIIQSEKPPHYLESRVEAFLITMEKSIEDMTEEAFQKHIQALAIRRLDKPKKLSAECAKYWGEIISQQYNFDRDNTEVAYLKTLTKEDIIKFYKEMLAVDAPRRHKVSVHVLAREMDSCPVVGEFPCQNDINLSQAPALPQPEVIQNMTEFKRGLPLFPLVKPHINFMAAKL
# * = called active by the depositor; & = joins results of further samples; ! = not active in a repeat.
IDE exosite FP	smiles
4.15	Cc1cccc(S(=O)(=O)N2CCCCN3[C@H](CO)[C@H](c4ccc(C#C[C@@H](C)O)cc4)[C@@H]3C2)c1
-0.204	O=C(c1cnccn1)N1CC(=O)N2[C@H](C1)[C@H](c1ccc(C#CC3CC3)cc1)[C@@H]2CO
3.07	N#C[C@@H]1[C@H](c2ccccc2)[C@@H](CO)N1C(=O)Cc1ccccn1
0.613	CNC[C@@H]1OCCCC[C@H](C)Oc2ccc(NC(=O)Nc3ccc(OC)cc3)cc2C(=O)N([C@@H](C)CO)C[C@@H]1C
2.61	Cc1ccc(-c2ccc([C@H]3[C@@H](CO)N4C(=O)CN(S(=O)(=O)c5cccc(F)c5)C[C@@H]34)cc2)cc1
-1.52	CC(C)CC#Cc1ccc([C@H]2[C@H](CO)N3C(=O)CN(C(=O)Nc4cc(F)ccc4F)C[C@@H]23)cc1
0.244&-0.864	Cc1ccccc1S(=O)(=O)N1[C@@H]2CNC[C@H]1C2c1ccc(-c2cccnc2)cc1 (stereo partly drawn)
-0.329	CCCNC(=O)N1[C@@H](CO)[C@H](c2ccccc2)C12CN(C(=O)C1CCCCC1)C2
3.34	CCCC#Cc1ccc([C@H]2[C@@H](CO)N(C(=O)C3CCOCC3)[C@H]2C#N)cc1
1.69	O=C(C[C@H]1CC[C@H](NC(=O)c2ccc3c(c2)OCO3)[C@@H](CO)O1)NCc1ccc(Oc2ccccc2)cc1
5.7	C/C=C/c1ccc([C@H]2[C@@H](CO)N3CCCCN(S(=O)(=O)c4cccs4)C[C@H]23)cc1
-0.456	CC(C)[C@@H]1C(=O)NCCC=CC[C@@H](C)Oc2ccccc2C(=O)N1C (mixture of isomers)
-4.74*	COCC(=O)N1CC(=O)N2[C@@H](CO)[C@@H](c3ccc(C#CCc4ccccc4)cc3)[C@@H]2C1
3.86	CCc1csc(N2[C@H](CO)[C@@H](c3ccc(-c4cccc(F)c4)cc3)[C@@H]2C#N)n1
-1.49	CCC(=O)Nc1ccc2c(c1)OC[C@H](C)N(Cc1ccccc1)C[C@@H](C)[C@H](OC)CN(C)C2=O
0.274	C[C@H](CO)N1C[C@H](C)[C@@H](CN(C)Cc2ccc(-c3ccccc3)cc2)Oc2ccc(N(C)C)cc2CC1=O
0.874	C[C@@H]1CN([C@H](C)CO)C(=O)c2c(c3ccccc3n2C)-c2ccccc2CO[C@@H]1CN(C)C(=O)NC1CCCCC1
-0.0855	O=C(Nc1cccc(F)c1)N1CC(=O)N2[C@H](C1)[C@@H](c1ccc(C#Cc3cccnc3)cc1)[C@@H]2CO
-1.9	O=C(Cc1cccnc1)N1CC(=O)N2[C@H](CO)[C@H](c3ccc(C#CC4CC4)cc3)[C@H]2C1
-0.0808	COc1ccc2c3c(n(C)c2c1)[C@@H](CO)N(C(=O)C1CCCC1)CC31CN(C(=O)CC2CC2)C1
-1.08	Cc1cccc(-c2ccc([C@H]3[C@@H](CO)N4CCCCN(S(=O)(=O)c5cccc(C)c5)C[C@@H]34)cc2)c1
-1.7	O=C(NCc1cccc(F)c1)[C@H]1[C@H](CO)[C@H]2Cn3c(ccc(-c4ccncc4)c3=O)[C@@H]1N2CC1CC1
-0.559	C[C@@H]1CN([C@@H](C)CO)C(=O)CCCn2nncc2CO[C@H]1CN(C)Cc1ccc(C(=O)Nc2ccccc2N)cc1
0.455	C[C@@H]1CN([C@H](C)CO)C(=O)c2cc(NS(=O)(=O)c3cccs3)ccc2O[C@@H](C)CCCCO[C@H]1CN(C)Cc1ccc(Cl)c(Cl)c1
0.933	COc1ccc2c3c(n(C)c2c1)[C@@H](CO)N(C(=O)Nc1ccc(F)cc1)CC31CCN(C(=O)Nc2c(C)noc2C)CC1

# Overlap with the part before: 3 entries, followed by the next part.
IDE exosite FP	smiles
-0.559	C[C@@H]1CN([C@@H](C)CO)C(=O)CCCn2nncc2CO[C@H]1CN(C)Cc1ccc(C(=O)Nc2ccccc2N)cc1
0.455	C[C@@H]1CN([C@H](C)CO)C(=O)c2cc(NS(=O)(=O)c3cccs3)ccc2O[C@@H](C)CCCCO[C@H]1CN(C)Cc1ccc(Cl)c(Cl)c1
0.933	COc1ccc2c3c(n(C)c2c1)[C@@H](CO)N(C(=O)Nc1ccc(F)cc1)CC31CCN(C(=O)Nc2c(C)noc2C)CC1
-0.588	O=C(Cc1ccccn1)N1CC(=O)N2[C@H](CO)[C@H](c3ccc(-c4ccc(F)cc4)cc3)[C@@H]2C1
-0.0324	COc1ccccc1S(=O)(=O)N(C)C[C@H]1OCc2cn(nn2)CCCC(=O)N([C@@H](C)CO)C[C@H]1C
-13.1*	O=C(CN1CCOCC1)N1CCCCN2[C@H](C1)[C@H](c1ccc(C#Cc3ccccc3)cc1)[C@@H]2CO
0.443	CC(C)C#Cc1ccc([C@@H]2[C@H](C#N)N(C(=O)C3CCC3)[C@H]2CO)cc1
3.34&1.8	Cc1cccc(S(=O)(=O)N2C[C@@H]3N[C@H](C2)C3c2ccc(-c3cccc(C(=O)N(C)C)c3)cc2)c1 (stereo partly drawn)
1.69	O=C(C[C@H]1C[C@H]2c3cc(NC(=O)c4cccnc4)ccc3O[C@H]2[C@H](CO)O1)NCc1cc(F)ccc1F
-10*	COc1cccc(-c2ccc([C@@H]3[C@@H](C#N)N(C(=O)Cc4ccncc4)[C@@H]3CO)cc2)c1
-0.143	COCC(=O)N1[C@H](C#N)[C@H](c2ccccc2-c2ccc(C)cc2)[C@H]1CO
2	O=C(Cc1ccccn1)N1[C@@H]2CNc3ccccc3[C@@H]2[C@@H]1CO
-4.48*	CCC(=O)N1CCCCN2[C@H](CO)[C@@H](c3ccc(/C=C/c4ccccc4)cc3)[C@@H]2C1
1.43	CCCC(=O)Nc1ccc2c(c1)C(=O)N(C)C[C@@H](OC)[C@H](C)CN(Cc1cc(-c3ccccc3)on1)[C@H](C)CO2
0.707	CO[C@@H]1CC[C@H]2CCN(C)C(=O)[C@H](C)N(C)C(=O)c3cccc(C#N)c3OC[C@@H]1O2
2.96	COCC(=O)N(C)C[C@@H]1[C@H](c2ccc(-c3ccccc3)cc2)[C@@H](CO)N1C(C)=O
1.51	O=C(Nc1ccccc1)N1CC(=O)N2[C@H](CO)[C@@H](c3ccc(C#CC4CC4)cc3)[C@H]2C1
1.47	COc1ccc(CN(C)C[C@H]2Oc3ccc(NC(=O)Nc4ccc5c(c4)OCO5)cc3CC(=O)N([C@H](C)CO)C[C@H]2C)cc1
-0.77	CO[C@@H]1CC[C@H]2CCOc3ccc(C#N)cc3C(=O)N(C)C[C@@H](c3ccccc3)CC(=O)N(C)C[C@@H]1O2
0.81	C[C@H]1CN([C@@H](C)CO)C(=O)CCCn2nncc2CO[C@H]1CN(C)Cc1cccc2c1OCCCO2
3.75	Cc1ccccc1S(=O)(=O)N1CC(=O)N2[C@H](CO)[C@H](c3ccc(C#CCC4CCCC4)cc3)[C@H]2C1
-0.367	COc1ccc(NC(=O)N[C@@H]2CC[C@H](CCNC(=O)CN3CCOCC3)O[C@H]2CO)cc1
-8.65*	OC[C@@H]1[C@@H](c2ccc(C#Cc3ccccc3)cc2)[C@@H]2CN(Cc3ccccn3)CCCCN12
0.219	Cc1cccc(-c2ccc([C@@H]3[C@@H]4CN(C(=O)CN(C)C)C[C@H]3N4)cc2)c1
0.446	CN1C(=O)c2cc(NC(=O)c3cccc(Cl)c3)ccc2OC[C@H]2O[C@@H](CC(=O)NC3CCCCC3)CC[C@@H]21
1.44	N#Cc1ccc(-c2ccc([C@H]3[C@H](CO)N4C(=O)CN(C(=O)Cc5ccccc5)C[C@@H]34)cc2)cc1
5.55	CC(C)CC#Cc1ccc([C@@H]2[C@@H](CO)N3C(=O)CN(C(=O)CN4CCOCC4)C[C@H]23)cc1
1.75	CCCC#Cc1ccc([C@@H]2[C@@H](CO)N3C(=O)CN(C(=O)NCCC)C[C@@H]23)cc1

# 7 consecutive entries out of the list so far, for reference:
IDE exosite FP	smiles
-0.588	O=C(Cc1ccccn1)N1CC(=O)N2[C@H](CO)[C@H](c3ccc(-c4ccc(F)cc4)cc3)[C@@H]2C1
-0.0324	COc1ccccc1S(=O)(=O)N(C)C[C@H]1OCc2cn(nn2)CCCC(=O)N([C@@H](C)CO)C[C@H]1C
-13.1*	O=C(CN1CCOCC1)N1CCCCN2[C@H](C1)[C@H](c1ccc(C#Cc3ccccc3)cc1)[C@@H]2CO
0.443	CC(C)C#Cc1ccc([C@@H]2[C@H](C#N)N(C(=O)C3CCC3)[C@H]2CO)cc1
3.34&1.8	Cc1cccc(S(=O)(=O)N2C[C@@H]3N[C@H](C2)C3c2ccc(-c3cccc(C(=O)N(C)C)c3)cc2)c1 (stereo partly drawn)
1.69	O=C(C[C@H]1C[C@H]2c3cc(NC(=O)c4cccnc4)ccc3O[C@H]2[C@H](CO)O1)NCc1cc(F)ccc1F
-10*	COc1cccc(-c2ccc([C@@H]3[C@@H](C#N)N(C(=O)Cc4ccncc4)[C@@H]3CO)cc2)c1

# New compounds follow.
IDE exosite FP	smiles
-0.933	Cc1noc(C)c1NC(=O)N1C[C@@H](O)COC[C@H]2O[C@H](CC(=O)N[C@@H]3CCN(Cc4ccccc4)C3)CC[C@@H]21
5.73	CCCNC(=O)NC[C@@H]1[C@H](c2ccc(C3=CCCC3)cc2)[C@@H](CO)N1C(=O)CC
0.691	O=C(C1CCOCC1)N1CC(=O)N2[C@H](CO)[C@H](c3ccc(Br)cc3)[C@H]2C1
1.52	CN1c2ccc(-c3ccc(C#N)cc3)cc2[C@@H]2[C@@H](CCN2S(=O)(=O)c2ccc(F)cc2)[C@@H]1CO
-0.316	Cc1ccc(S(=O)(=O)N(C)C[C@@H]2Oc3cc(C#CC4CCCC4)ccc3S(=O)(=O)N([C@@H](C)CO)C[C@H]2C)cc1
2.13	O=C(Nc1ccc(F)cc1)N1CCCCN2[C@H](CO)[C@@H](c3ccc(-c4cccc(F)c4)cc3)[C@H]2C1
2.46	CC(C)CC#Cc1ccc([C@H]2[C@@H](CO)N3C(=O)CN(C(=O)CN4CCOCC4)C[C@H]23)cc1
1.95	OC[C@H]1[C@@H](c2ccc(Br)cc2)[C@H]2CN(Cc3ccccn3)CCCCN21
-8.61*	O=C(c1cccnc1)N1CC(=O)N2[C@@H](CO)[C@@H](c3ccc(/C=C/c4ccccc4)cc3)[C@@H]2C1
0.238	COc1cccc(CNC(=O)C[C@H]2CC[C@@H]3[C@@H](COc4ccc(NS(=O)(=O)c5ccccc5F)cc4C(=O)N3C)O2)c1
-0.647	C[C@@H]1CCCCO[C@H](CN(C)C(=O)Nc2cccc3ccccc23)[C@@H](C)CN([C@H](C)CO)C(=O)c2cc(NC(=O)CCC(F)(F)F)ccc2O1
0.345&-0.337	O=C(Nc1cc(F)ccc1F)N1[C@@H]2CNC[C@H]1C2c1ccc(/C=C/c2ccccc2)cc1 (stereo partly drawn)
3.42	COc1ccccc1-c1ccccc1[C@H]1[C@H](C#N)N(C(=O)C2CC2)[C@H]1CO
0.545	CO[C@@H]1CN(C)C(=O)c2ccc(NS(=O)(=O)c3cccc(Cl)c3)cc2OC[C@@H](C)N(C(=O)Cc2cccnc2)C[C@H]1C
5.29	O=C(c1ccc(F)cc1)N1CC(=O)N2[C@@H](CO)[C@H](c3ccc(C4=CCCC4)cc3)[C@@H]2C1
1.26	Cc1ccc(-c2ccccc2[C@H]2[C@@H](CO)N(C(=O)NC3CCCC3)[C@H]2C#N)cc1
2.42	CN(C)C(=O)c1ccc(-c2ccc([C@H]3[C@@H](C#N)N[C@@H]3CO)cc2)cc1
1.33&-0.16	Fc1ccc(-c2ccc(C3[C@@H]4CN(Cc5ccccc5)C[C@H]3N4)cc2)cc1 (stereo partly drawn)
-0.128	CCCC#Cc1ccc([C@H]2[C@@H](CO)N3C(=O)CN(C(=O)Nc4cc(F)ccc4F)C[C@H]23)cc1
1.39	N#C[C@H]1[C@@H](c2ccc(C#Cc3cccc(F)c3)cc2)[C@@H](CO)N1C(=O)C1CCC1
1.78	C[C@@H]1CN([C@@H](C)CO)C(=O)Cc2cc(NC(=O)c3ccncc3)ccc2O[C@@H]1CN(C)C(=O)Nc1ccc(F)cc1
1.05	N#C[C@@H]1[C@@H](c2ccc(C#Cc3ccccc3F)cc2)[C@H](CO)N1C(=O)C1CCC1
0.244	C/C=C/c1ccc(C2[C@@H]3CN(Cc4cccc(OC)c4)C[C@H]2N3)cc1 (stereo partly drawn)
3.32	O=C(c1ccncc1)N1C[C@@H]2[C@H](c3ccccc31)[C@@H](CO)N2C(=O)CN1CCOCC1
1.52	CC(C)(O)C#Cc1ccc([C@@H]2[C@@H](CO)N3CCCCN(C(=O)c4cccc(F)c4)C[C@@H]23)cc1
0.268	CN1C(=O)c2cc(NC(=O)NCc3ccccc3)ccc2OC[C@@H]2O[C@H](CC(=O)NCC3CCCCC3)CC[C@H]21
-1.05	COc1cccc(S(=O)(=O)N2C[C@H](O)COC[C@@H]3O[C@@H](CC(=O)N4CCN(c5ccccc5)CC4)CC[C@H]32)c1
1.42	C[C@@H]1CN([C@@H](C)CO)C(=O)Cc2cc(NS(=O)(=O)c3ccc(F)cc3)ccc2O[C@H]1CN(C)Cc1ccncc1
-6.78*	COc1ccccc1-c1ccc([C@@H]2[C@@H](CO)N3CCCCN(Cc4ccncc4)C[C@@H]23)cc1
0.623	COCC(=O)Nc1ccc2c(c1)C(=O)N(C)[C@H]1CC[C@H](CC(=O)NCCCN(C)C)O[C@H]1CO2
0.963	CCCN1C[C@@H](C)[C@H](OC)CN(C)C(=O)c2cc(NS(=O)(=O)c3ccccc3)ccc2OC[C@H]1C
-0.103	COC(=O)c1ccc(CN2CC(=O)N3[C@H](CO)[C@H](c4ccc(-c5cccnc5)cc4)[C@@H]3C2)cc1
-0.00151	CN(C)CC#Cc1ccc([C@H]2[C@@H](CO)N3CCCCN(CC4CC4)C[C@H]23)cc1
-3.98*!	COc1ccccc1CN1C[C@@H]2N[C@H](C1)C2c1ccc(-c2cccc(C#N)c2)cc1 (stereo partly drawn)
-0.769	COC(=O)C[C@H]1CC[C@H]2[C@H](COc3ccc(NC(=O)Nc4cccc(C#N)c4)cc3C(=O)N2C)O1
0.0144	COc1ccccc1NC(=O)N1C[C@H](O)COC[C@H]2O[C@H](CC(=O)NCCc3ccncc3)CC[C@@H]21
-0.0808	COc1ccc(NC(=O)N2CCC3(CC2)CN(C(=O)C2CCC2)[C@H](CO)c2c3c3ccc(OC)cc3n2C)cc1

# Not all compounds are listed; rates above refer to the full screens.
